# Tau FP inhib = blocks human tau fibril formation measured by polarization. P10636. K18 P301L tau heparin fibrillization, Alexa594 FP, 6 h. Potency, µM (series often up to 57.7 µM), for the others: at the top dose activity, negative = inhibition, usual class: inhibitors. 280,000 tested, 0.39% active; note: % is set by controls: 0 for no effect and ±100 for the full control effect; nearly all actives have a fitted effect of over 55% in size
# Target sequence (P10636 561-689 P618L limits assumed): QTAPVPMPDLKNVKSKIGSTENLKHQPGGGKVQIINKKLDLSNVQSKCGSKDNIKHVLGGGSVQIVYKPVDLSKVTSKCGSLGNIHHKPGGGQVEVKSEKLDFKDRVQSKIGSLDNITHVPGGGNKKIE
#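 Quantitative HTS format: compounds meet 15 uM recombinant K18 P301L tau and Alexa 594-tau tracer in 100 mM sodium acetate pH 7; 20 uM heparin triggers fibrillization at 37 C over 6 hr; FP gives the signal.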
# Tau ThT inhib = inhibitors of human tau fibril formation, thioflavin T binding | P10636 | recombinant tau K18 P301L, heparin-induced fibrillization, ThT fluorescence | 270,000 tested, 2.1% active | Potency, µM (doses to about 57.4 µM), inactives show at the top dose activity, negative = inhibition, actives largely listed as inhibitors | AID 1460; note: % is set by controls: 0 for no effect and ±100 for the full control effect; nearly all actives have a fitted effect of over 55% in size
#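 Recombinant human tau K18 fragment […] carrying P301L, 15 uM unlabeled plus 0.24 uM Alexa 594-labeled, was fibrillized with 20 uM heparin in 100 mM sodium acetate pH 7 for 6 hr at 37 C; 30 uM ThT fluorescence read after 1 hr.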
# Tau fluor cs = counter-screen for tau fibril formation inhibitors; tau K18 P301L Alexa594 fluorescence, heparin fibrillization; Potency, µM (series often up to 57.7 µM), inactives show at the highest dose activity change, negative = decrease; 280,000 tested, 0.93% active; AID 1463; note: % is set by controls: 0 for no effect and ±100 for the full control effect; nearly all actives have a fitted effect of over 55% in size
#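 Human tau K18 P301L (15 uM unlabeled, 0.24 uM Alexa 594-labeled) in 100 mM sodium acetate pH 7 with 20 uM heparin, 6 hr at 37 C. ThT 30 uM added, 1 hr ambient; Alexa 594 FP and total fluorescence read at 555/632 nm.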
# GAA inhib = alpha-glucosidase (human) inhibition; 200,000 tested, 0.005% active; P10253; Potency, µM (titrated, usually from 76.9 µM), for inactives: at the top dose activity change, negative = inhibition, usual class: inhibitors; purified human GAA, 4-MU-alpha-glucoside fluorescence;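 note: plate controls were uninhibited enzyme wells for no effect and no-enzyme background for full effect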
#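 Human enzyme at 4 nM with 400 uM 4-methylumbelliferyl-alpha-D-pyranoside, citrate/phosphate buffer pH 5.0, 0.005% Tween-20, 20 min at room temperature. Compounds up to 77 uM. 4-MU fluorescence (Ex 365/Em 440) read after NaOH/glycine stop; AC50 from Hill fit.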
# GAA glycogen mod = GAA glycogen-cleavage inhibition or activation; P10253; recombinant GAA, glycogen substrate, Amplex Red glucose oxidase fluorescence; Potency, µM (series often up to 76.4 µM), for the others: top-dose activity change, negative = inhibition, most hits filed as inhibitors; 300,000 tested, 0.38% active; AID 2100;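 note: 0% = full enzyme reaction and -100% = no-enzyme basal signal; the screen sought inhibitors and activators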
#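 Natural-substrate format: glycogen cleavage by 4 nM human enzyme, glucose read by Amplex Red coupling (Ex 573, Em 610 nm). Normalized to enzyme and no-enzyme controls.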
# aGal spleen mod = inhibits or activates alpha-galactosidase in human spleen homogenate | human spleen homogenate, 4MU-alpha-Gal fluorescence, 40 min | Potency, µM (doses to about 80 µM), inactives show top-dose activity change, negative = inhibition, usual class: inhibitors | 240,000 tested, 0.008% active | AID 2107;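 note: 0% = enzyme with vehicle and -100% = no enzyme basal signal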
# Target sequence (P06280 32-429 limits assumed): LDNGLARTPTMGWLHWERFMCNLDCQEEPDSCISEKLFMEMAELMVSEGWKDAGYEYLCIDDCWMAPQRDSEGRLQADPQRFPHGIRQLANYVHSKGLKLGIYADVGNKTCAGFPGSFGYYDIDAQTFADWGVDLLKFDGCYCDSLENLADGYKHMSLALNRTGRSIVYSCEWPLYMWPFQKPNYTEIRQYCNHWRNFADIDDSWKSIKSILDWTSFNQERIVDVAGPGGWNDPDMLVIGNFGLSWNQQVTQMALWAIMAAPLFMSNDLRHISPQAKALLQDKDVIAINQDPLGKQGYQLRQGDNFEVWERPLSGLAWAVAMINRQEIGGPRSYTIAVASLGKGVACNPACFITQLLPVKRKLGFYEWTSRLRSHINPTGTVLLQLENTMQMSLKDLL
#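 qHTS titration in buffer at pH 5.0. Alpha-galactosidase activity in spleen homogenate was measured via 4-methylumbelliferone release from 1 mM fluorogenic substrate after 40 min at 37C and a pH 10 stop. AC50 came from Hill fits of control-normalized data.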
# GAA spleen mod = inhibitors or activators of human alpha-glucosidase in spleen homogenate; AID 2112; P10253; Potency, µM (titrated, usually from 79.9 µM), without a hit: top-dose activity change, negative = inhibition, most hits filed as inhibitors; 240,000 tested, 0.006% active; human spleen homogenate, 4-MU-alpha-glucoside fluorescence;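 note: 0% = enzyme with vehicle and -100% = no enzyme basal signal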
#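 Human spleen homogenate (1 ug) with 4-methylumbelliferyl-alpha-D-glucopyranoside (1 mM final) in 50 mM citrate/phosphate pH 5.0, 0.01% Tween-20; 40 min at 37 C. Stopped at pH 10; 4-MU fluorescence Ex 365/Em 440 nm; AC50 by Hill fit.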
# HTT cytoprotect = protects HTT-Q103 PC12 cells, measured by ATP; PC12 HTT-Q103 induced, cytoprotection, ATP luminescence, 40 h; Potency, µM (titrated, usually from 56.4 µM), for the others: cytoprotection (ATP increase), most hits filed as activators; AID 1471; 230,000 tested, 0.14% active;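 note: % of control where 0% means no effect; nearly all actives have a fitted effect of over 45% in size; toxic huntingtin expression switched on by the ecdysone agonist tebufenozide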
#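 Stable PC12 Q103-GFP cells in serum-supplemented, phenol red-free DMEM; induction by tebufenozide at 100 nM final; compound dose series; cell viability quantified luminescently from ATP.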
# Active calls of the source: *; u = inconclusive; x = no result given; & = joins results of further samples; [ ] = another dose, or the depositor's remark. Calls come from the whole dose curve; as a rule, active = well fitted curve in the direction sought with a large enough effect; inconclusive = small, poorly fitted or top-dose-only effect, or another doubt; inactive = no such curve, though single readings can be large; an effect the other way counts as inactive or inconclusive. Potency is the fitted concentration of half-maximal effect.
# Values run as follows: Tau FP inhib | Tau ThT inhib | Tau fluor cs | GAA inhib | GAA glycogen mod | aGal spleen mod | GAA spleen mod | HTT cytoprotect
- COC(=O)c1ccc(Sc2ccccc2NS(=O)(=O)c2ccc(OC)cc2)nc1
  9% | -19% | -16% | u | 2% | -1% | 2% | -10%[10 µM]
- Cc1cc(OCC(=O)N(Cc2ccc(N(C)C)cc2)C2CCS(=O)(=O)C2)cc(C)c1Cl (stereo unspecified)
  5% | u | -27% | x | -17%[76.3 µM] | x | x | x
- CCCCNC(=O)Cn1cnc2sc(C)c(S(=O)(=O)N3CCN(c4ncccn4)CC3)c2c1=O
  -6% | -9% | -14% | 1% | 3% | 11% | 8% | -25%
- COc1ccc(NC(=O)c2ccc(C#CC(C)(C)O)cc2)cc1
  9% | 5% | 1% | 0% | -4% | -7% | 0% | -2%[10 µM]
- Cn1cc(-c2nnnn2-c2ccc(Cl)cc2)c(C(F)(F)F)n1
  -13% | -8% | -12% | 1% | 4% | -6% | -12% | 22%[10 µM]
- Cc1cc(C)cc(NS(=O)(=O)c2ccc(NC(=S)Nc3ccccc3)cc2)c1
  u | 7% | -23% | 1% | 4% | -4% | 4% | -2%[10 µM]
- O=C(CSc1ccccc1)Nc1ccc(C(=O)Nc2ccc(O)cc2)cc1
  1% | -12% | -17% | -1% | 13% | -1% | -3% | -11%
- COc1ccc(CCNC(=O)CCCn2c(=O)c3ccccc3n(Cc3ccccc3C#N)c2=O)cc1OC
  -2% | -14% | -16% | x | 9%[76.3 µM] | x | x | x
- Cc1cc(NCc2ccccc2)nc(N2CCOCC2)n1
  -9% | -5% | -15% | -2% | -1% | -1% | -9% | -9%
- CC1CC(C)(C)NC(=S)O1 (stereo unspecified)
  -4%&1% | -16%&3% | -15%&-1% | u | -11%&16% | 6%&-7% | -1%&0% | 28%&9%[10 µM]
- CCc1nnc(NC(=O)CSc2ncc(-c3ccccc3)n2C)s1
  4% | -14% | -11% | -1% | 0% | 9% | 9% | -15%[10 µM]
- CC(C)C(=O)N=C1SC2CS(=O)(=O)CC2N1Cc1ccc(Cl)cc1 (stereo unspecified)
  -12% | -13% | -20% | x | 2% | -1% | -5% | -13%[10 µM]
- O=C(Cn1c(=O)n(CCCS(=O)(=O)C2CCCCC2)c(=O)c2ccccc21)Nc1ccccc1F
  -17% | 5% | -6% | x | -4%[76.3 µM] | x | x | x
- CC(=O)Nc1ccc(NCN2C(=O)[C@@H]3[C@H]4CC[C@H](C4)[C@@H]3C2=O)cc1
  -4% | -2% | -1% | 0% | -2% | 5% | 6% | 15%[1.9 µM]
- CCCN1CCN(C(=O)c2cc3c(s2)-c2ccccc2S(=O)(=O)C3)CC1
  0% | -12% | -8% | -11% | 13% | -3% | 1% | -9%
- O=C(CS(=O)(=O)c1cn(Cc2ccc(F)cc2)c2ccccc12)N1CCCCC1
  1% | 3% | 0% | -5% | 6% | 6% | 1% | 19%[10 µM]
- COc1ccc(C(=O)NNC(=O)CSc2ccccc2)cc1
  0% | -4% | 0% | 0% | -1% | 6% | 2% | -23%
- COc1ccc(CCNC(=O)COC(=O)c2cc(S(=O)(=O)NCc3ccccc3)ccc2O)cc1OC
  -10% | -6% | -17% | x | -1% | 8% | 4% | 5%[10 µM]
- Cc1ccc(S(=O)(=O)N=Nc2c(O)[nH]c3ccccc23)cc1
  -1% | -21% | -6% | -3% | -6% | -7% | -11% | 2%
- c1ccc(CN2CCOCCOCCOCCOCC2)cc1
  -8% | -2% | -2% | x | 9% | -1% | 5% | 9%[10 µM]
- COc1cc(C(=O)N/N=C2\CCS(=O)(=O)c3ccc(F)cc32)cc(OC)c1OC
  -4% | 0% | 7% | 3% | 4% | -9% | -4% | 7%[10 µM]
- CC(=O)/C(=N\Nc1ccc(Cl)cc1Cl)Sc1cccc2cccnc12
  -9% | -17% | u | 1% | 8% | -1% | -2% | -68%[inhibitor][10 µM]
- CCOC(=O)c1ccc(NC(=S)NNC(=O)COC)cc1
  7% | 4% | 8% | 2% | u | 1% | -1% | 6%[10 µM]
- Cc1ccc(-n2nnc3c(=O)n(CC(=O)N4CCCC4)cnc32)cc1
  -3% | -1% | -1% | 5% | 15% | 6% | -7% | -11%
- COC(=O)c1cc2c(ccn2-c2ccc(F)cc2)n1CC(=O)OC(C)C
  -8% | u | u | -17% | -20% | 11% | 1% | 2%[10 µM]
- Cc1ccc(-c2nn(C)c(=O)c3ccccc23)cc1S(=O)(=O)NCCN(C)C
  1% | -15% | -20% | 5% | -8% | 0% | -11% | 7%[10 µM]
- O=C(CSc1nnc2c(Cl)cc(C(F)(F)F)cn12)Nc1ccc2c(c1)OCO2
  1% | -9% | -11% | -8% | -13% | -14% | 8% | -23%[10 µM]
- CS(=O)(=O)N1CCCC(C(=O)NCCCN2CCOCC2)C1 (stereo unspecified)
  1% | -6% | -8% | 2% | 3% | 0% | 1% | 12%
- CS(=O)(=O)C1=C(O)C(=O)N(c2ccccc2)C1c1ccccc1 (stereo unspecified)
  4% | -1% | 1% | u | 3% | 1% | -1% | -5%[1.9 µM]
- Cc1ccccc1N1CC(O)(c2ccccc2)[N+]2=C1SCC2 (stereo unspecified)
  -7% | -14% | -5% | -3% | -12% | 0% | 0% | 0%[10 µM]
- CCN(Cc1ccccc1)C(=O)Cn1c(=O)n(-c2cccc(C)c2)c(=O)c2c1c1cc(OC)ccc1n2C
  -1% | -10% | -14% | x | 13%[76.3 µM] | x | x | x
- CC(=O)Nc1ccc(NC(=O)c2ccccc2N(C)S(C)(=O)=O)cc1
  -4% | -1% | 3% | 2% | 7% | 4% | 1% | 11%
- CCCS(=O)(=O)c1c(S(=O)(=O)CCC)c2c(N)cccn2c1C(=O)c1ccc(Br)cc1
  3% | u | u | -2% | -7% | 3% | 8% | 14%[1.9 µM]
- CCOC(=O)c1cccc(NC(=O)CCNS(=O)(=O)c2cccc3nonc23)c1
  -8% | -10% | -19% | x | 10%[76.3 µM] | x | x | x
- O=C(CCCn1c(=O)[nH]c2ccc(Br)cc2c1=O)NCc1ccc(Cl)cc1
  u | -6% | -16% | 2% | -3% | -8% | 2% | -45%[inhibitor]
- Cc1cc2nc(-c3ccc(NC(=O)C(C)C)cc3)oc2cc1C
  -1% | -10% | -11% | -7% | 2% | 11% | 6% | 7%
- CCC(C)NC(=O)c1cnc2n(c1=O)CCS2 (stereo unspecified)
  -5% | 0% | 0% | -1% | -14% | -6% | -11% | 15%
- S=C(c1ccc(-c2ccccc2Cl)o1)N1CCOCC1
  -14% | 25µM* | u | 5% | -14% | 0% | -7% | -25%
- Cc1nc2ccccn2c1C(=O)NN=C1CCN(C)CC1
  -7% | -12% | -5% | -3% | u | -3% | 1% | -42%
- CC(C)C(=O)O/N=C1\CCS(=O)(=O)c2sccc21
  0% | -1% | 0% | 3% | 3% | -1% | -2% | -67%[inhibitor]
- COc1ccc(NC(=O)CCNS(=O)(=O)c2ccc3c(c2)c(=O)n(C)c(=O)n3C)cc1OC
  2% | 3% | 0% | 5% | 3% | 1% | 7% | -15%
- Cc1cc(=O)oc2cc(OCC3CC(c4ccccc4Cl)=NO3)ccc12 (stereo unspecified)
  5% | u | -20% | -11% | -15% | 0% | 3% | -82%[inhibitor]
- O=[N+]([O-])c1ccc(N2CCSCC2)cc1O
  -1% | u | -18% | -3% | 3% | -3% | -5% | 8%[10 µM]
- COc1ccc(C)cc1NC(=O)C(Sc1nncn1C)c1ccccc1 (stereo unspecified)
  -1% | 1% | -4% | -5% | -11% | 3% | 4% | x
- CCOc1cc(N2CCOCC2)c(OCC)cc1NC(=O)c1ccc(OC)cc1
  11% | -16% | -21% | -1% | -2% | -4% | -2% | -33%
- O=C(c1ccc2c(c1)OCO2)N1CCC2(CC1)Oc1ccc(Cl)cc1C(=O)C21CC(c2ccc(Cl)cc2)=NO1 (stereo unspecified)
  -4% | 9% | 14% | x | 3% | -4% | -4% | 43%[10 µM]
- Cc1ccc2c(c1)C(=O)c1ccccc1CS2=O (stereo unspecified)
  -3% | -2% | 2% | 5% | -4% | -4% | -1% | x
- CCOC(=O)c1nn(-c2ccccc2)c(C#N)c1NC(=O)c1nn(CC)cc1Br
  u | -5% | -17% | u | -4% | 1% | -2% | 0%
- CCc1ccccc1NC(=S)N=Nc1c(O)n(C)c2ccc(S(=O)(=O)N3CCOCC3)cc12
  6% | u | u | u | 1% | -5% | -4% | x
- NS(=O)(=O)c1cccc(NC(=O)COC(=O)C2(c3cccc(F)c3)CCCC2)c1
  12% | 2% | 7% | -8% | -13% | 3% | -12% | 14%[10 µM]
- Cc1c(-c2cccs2)[n+](=O)c2c(n1[O-])CCCCC2
  3% | -4% | 2% | 3% | -2% | 0% | 4% | -4%
- Cc1ccc(-c2c[n+](CC(=O)Nc3c(C)cccc3C)c3n2CCC3)cc1
  -2% | -7% | -1% | x | -10% | 2% | -1% | 2%[10 µM]
- CCC1(C)Cc2ccccc2-c2nc(NCCCO)n(C)c(=O)c21 (stereo unspecified)
  -5% | -1% | -19% | u | 0% | 14% | 4% | 7%[10 µM]

# As a working copy, three of the compounds above.
# Values run as follows: Tau FP inhib | Tau ThT inhib | Tau fluor cs | GAA inhib | GAA glycogen mod | aGal spleen mod | GAA spleen mod | HTT cytoprotect
- NS(=O)(=O)c1cccc(NC(=O)COC(=O)C2(c3cccc(F)c3)CCCC2)c1
  12% | 2% | 7% | -8% | -13% | 3% | -12% | 14%[10 µM]
- Cc1c(-c2cccs2)[n+](=O)c2c(n1[O-])CCCCC2
  3% | -4% | 2% | 3% | -2% | 0% | 4% | -4%
- Cc1ccc(-c2c[n+](CC(=O)Nc3c(C)cccc3C)c3n2CCC3)cc1
  -2% | -7% | -1% | x | -10% | 2% | -1% | 2%[10 µM]

# Compound activity: PubChem BioAssay, National Center for Advancing Translational Sciences (NCATS)
